Screens as filed in PubChem BioAssay.
5HT1a ag – human 5-HT1a receptor agonists, primary screen, cell-based, CHO, Ga15 NFAT-bla reporter; AID 567, 2006; 5-hydroxytryptamine receptor 1A (Homo sapiens), P08908; hit rate 0.56% among 65,000; CHO 5-HT1a Ga15 NFAT-bla reporter, FRET ratio; 0% basal, 100% maximal reference agonist; activation, % at 10 µM;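 active = activation above the screen-wide mean activation plus 3 SD, cut at about 19% in these data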;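 note: 0% = DMSO wells and 100% = 5-CT at EC100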
Target sequence (P08908 whole entry, looked up): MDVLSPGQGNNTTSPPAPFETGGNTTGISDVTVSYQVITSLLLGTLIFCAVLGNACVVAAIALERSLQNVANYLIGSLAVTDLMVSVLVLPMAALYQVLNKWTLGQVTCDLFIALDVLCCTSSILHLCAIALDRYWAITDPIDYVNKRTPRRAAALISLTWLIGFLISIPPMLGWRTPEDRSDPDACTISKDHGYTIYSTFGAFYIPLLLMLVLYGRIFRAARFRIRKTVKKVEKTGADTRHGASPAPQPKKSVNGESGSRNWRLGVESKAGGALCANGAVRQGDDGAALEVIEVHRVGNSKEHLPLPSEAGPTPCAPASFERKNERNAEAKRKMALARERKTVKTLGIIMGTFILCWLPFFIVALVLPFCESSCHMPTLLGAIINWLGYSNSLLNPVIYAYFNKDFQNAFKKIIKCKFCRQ
Hsp90 inh – tumor Hsp90 inhibitors, primary screen, cell lysate, fluorescence polarization, NCI-N417 lysate; AID 429, 2006; Heat shock protein HSP 90-alpha (Homo sapiens), P07900; hit rate 0.35% among 64,000; inhibition, % at 30 µM; Cy3B-geldanamycin FP displacement;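 active = inhibition above 50%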;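 note: 0% = tracer plus lysate wells and 100% = tracer alone without lysate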
HER2 expr 66K – inhibitors of Her2 protein expression, primary screen, SKBR-3 cells, AlphaScreen, 66K library | Receptor tyrosine-protein kinase erbB-2 (Homo sapiens), P04626 | SKBR-3 HER2 protein level, 18-24 h; stronger effect = lower value | HER2 level % of control, % at 10 µM | hit rate 0.69% among 65,000 | AID 645, 2007;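 active = HER2 level under 5% of the carrier-only control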;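 note: 100% = DMSO carrier and 0% = 500 nM PU-H71 HSP90 inhibitor; lower value means stronger loss of Her2 protein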
D1 mod – D1 CRE-luciferase signal change, two-sided – cell-based, HEK293 D1, dopamine EC30, D1 allosteric modulator project, primary screen. D(1A) dopamine receptor (Homo sapiens), P21728. dopamine EC30 potentiation; actives deviate in either direction. B-score at 10 µM. hit rate 5.9% among 58,000. AID 641, 2007;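 active = luminescence count or its row- and column-corrected plate score outside the 99.7% band of the plate's sample wells, on either side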
Target sequence (P21728 whole entry, looked up): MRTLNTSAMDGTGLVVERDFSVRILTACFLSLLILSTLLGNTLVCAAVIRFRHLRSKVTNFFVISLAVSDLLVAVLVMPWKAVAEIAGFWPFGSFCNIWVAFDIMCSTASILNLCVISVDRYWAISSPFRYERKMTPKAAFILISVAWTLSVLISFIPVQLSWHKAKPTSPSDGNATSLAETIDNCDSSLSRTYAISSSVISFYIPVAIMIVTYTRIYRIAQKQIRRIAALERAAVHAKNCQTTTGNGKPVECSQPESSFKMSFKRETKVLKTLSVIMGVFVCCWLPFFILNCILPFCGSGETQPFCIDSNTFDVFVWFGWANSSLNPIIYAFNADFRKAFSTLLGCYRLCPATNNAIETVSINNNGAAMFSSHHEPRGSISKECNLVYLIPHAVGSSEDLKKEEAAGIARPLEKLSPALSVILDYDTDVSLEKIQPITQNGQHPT
Fluor 339 460 – intrinsic fluorescence of library compounds, ex339/em460 – biochemical, MLSMR library, data from DPM-DC assay, artefact control, profiling panel | compound autofluorescence, ex339/em460 nm, NADH buffer; stronger effect = higher value; 1 = no-compound wells, NADH background | fluorescence fold increase at 10 µM | hit rate 5.5% among 65,000;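 active = at 10 µM, mean starting fluorescence two-fold or more over control wells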;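 note: signal is the first read of a kinetic run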
M1 antag – antagonists of rat M1 muscarinic receptor. Muscarinic acetylcholine receptor M1 (Rattus norvegicus), P08482. CHO-M1 cells, Fluo-4 calcium, ACh EC80 antagonist mode; stronger effect = lower value. B-score at 10 µM. hit rate 3.4% among 64,000. AID 628, 2007;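 active = calcium fluorescence response, raw or row-and-column corrected B-score, differing from the plate sample mean either way at a set confidence level, mostly lower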
NADH coupling – inhibitors of PK/LDH coupling enzymes, profiling panel, artefact control, biochemical, MLSMR library. coupled PK/LDH NADH assays, four targets. IC50, µM (top dose mostly 10 µM), inactives show at the top dose inhibition. hit rate 0.02% among 65,000;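 active = single-dose screening hits from any of four coupled enzyme assays that gave an IC50 when retested across doses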;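 note: the DPM-DC format reads NADH fluorescence rather than 340 nm absorbance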
E coli RNAP – E. coli RNAP inhibitors, biochemical | DNA-directed RNA polymerase subunit beta (Escherichia coli (strain K12)), P0A8V2 | E. coli RNA polymerase, fluorescence transcription assay | inhibition, %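 (tested at 10 µM)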 | hit rate 0.2% among 62,000 | AID 559, 2006; in the data active = inhibition above about 20%;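 note: 0% = enzyme without compound and 100% = no enzyme blank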
M1 agonist – M1 muscarinic receptor agonists, primary screen, CHO-M1 cells, Fluo-4 calcium, agonist mode; Muscarinic acetylcholine receptor M1; Fluo-4 calcium fluorescence; stronger effect = higher value; B-score at 10 µM; hit rate 3% among 64,000; AID 626, 2007;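 active = fluorescence rise, raw or as B-score row- and column-corrected plate score, outside the 99.7% band of its plate's samples, either direction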
* marks the source's active call; other numbers are inactive results; . = not tested or not shown.

Every second line gives: 5HT1a ag	Hsp90 inh	HER2 expr 66K	D1 mod	Fluor 339 460	M1 antag	NADH coupling	E coli RNAP	M1 agonist
> COc1cc(C(=O)N2CCC(NC(=O)C(Cc3ccc(C)cc3)NC(C)=O)CC2)cc(OC)c1OC (centres undefined)
    -2.1	-3	80	-0.021	1.1	0.96	3%	-1	-0.46
> O=C1CCc2cc(S(=O)(=O)N3CCC(C(=O)NCc4ccccc4Cl)CC3)ccc2N1
    -2.4	-4	91	0.13	1.1	0.51	3%	4	0.39
> O=C(c1ccco1)N1CCN(c2ncnc3c(-c4ccccc4)nsc23)CC1
    -0.8	-3	79	-0.55	1.4	-0.018	8%	.	0.013
> COc1ccc(C2NC3=C(CCC3)C3(C#N)C4(N=C(N)C23C#N)OCCO4)cc1 (centres undefined)
    -1.1	-19	84	-3.5*	1.2	0.031	8%	-4	-0.059
> COc1cccc(CNCCSc2nnnn2C)c1
    -0.6	0	121	-0.089	1	-0.28	3%	-1	-0.33
> O=C(Nc1cc(N2CCOCC2)ncn1)NC1(C(F)(F)F)Oc2ccc(Cl)cc2O1 (centres undefined)
    -2.1	46	79	0.39	1.1	1.2	8%	35*	0.25
> COc1ccc(C(=O)Nc2nc(C)c(C(=O)N(C)C)s2)cc1OC
    -0.1	-3	85	0.071	1	0.19	4%	6	0.15
> CCCCOc1ccc(C2(C)CC(=O)NC2=O)cc1 (centres undefined)
    -4.3	-6	107	0.6	1.1	0.017	6%	1	-0.46
> Cc1cc(C(=O)NCc2ccc(S(N)(=O)=O)cc2)cs1
    -0.7	-8	88	-1.2	1.1	0.042	3%	5	0.39
> CCc1cc(=O)oc2cc(OCC(=O)N3CCCc4ccccc43)ccc12
    -0.3	-3	106	8.4*	1.3	-0.84	0%	7	-0.48
> Cc1cc(C(=O)CN2C(=O)NC3(CCCCC3)C2=O)c(C)n1Cc1ccc2c(c1)OCO2
    -2.2	-4	97	.	1.1	0.21	6%	2	-0.16
> CCS(=O)(=O)c1ccc(O)c(N2C(=O)C3C4C=CC(C4)C3C2=O)c1 (centres undefined)
    -0.3	-1	141	0.53	1.1	0.085	4%	.	0.25
> CCCCn1c(NC(C)CC)nc2c1c(=O)[nH]c(=O)n2C (centres undefined)
    -1.1	-3	125	11*	1.1	0.63	4%	-5	0.79
> CC(C)n1c(-c2ccco2)csc1=Nc1cccnc1
    -0.7	-2	95	0.16	0.97	-3.3*	5%	11	-0.23
> NC(=O)Cn1nnc(-c2ccc(C(F)(F)F)cc2)n1
    0.2	-4	116	0.69	1	0.53	3%	-9	-1.9
> CCOC(=O)C(C(=O)Nc1ccccn1)C1CCCCC1 (centres undefined)
    -1.4	.	.	0.35	.	0.43	.	1	0.036
> CCC(C)Sc1nc2c([nH]c3ccccc32)c(=O)n1C (centres undefined)
    5.5	-3	68	5.5*	1.1	0.25	4%	-8	-0.19
> O=C(NCCc1ccccc1)c1ccc(Br)o1
    -1.6	-1	108	-0.37	1.1	-0.36	8%	15	0.21
> CC(=O)c1nnn(-c2nc(N)nc(N(c3ccccc3)c3ccccc3)n2)c1C
    0.9	-5	69	2	1.1	-0.51	4%	-4	-0.41
> NC(=O)c1cc(-c2ccccc2)sc1NC(=O)Cc1ccc(S(=O)(=O)N2CCOCC2)s1
    9.5	-12	109	0.018	1.5	1	10%	3	-0.36
> Cc1cccc2cc3c(NC(=O)c4ccccn4)nn(C)c3nc12
    16	-8	63	0.2	2.1*	-0.17	7%	-2	0.034
> CC1=CS/C(=C(/C#N)C(=O)NCc2ccco2)N1c1ccccc1
    0.8	-4	87	-2	0.99	1.1	0%	6	0.94
> O=C(O)Cn1ccnc1
    -0.6	0	74	0.019	1.1	0.22	9%	6	0.036
> COc1ccc(N(CC(=O)Nc2cccc(OC)c2)S(=O)(=O)c2c(C)nn(C)c2C)cc1
    -0.8	-3	79	.	1.1	-0.19	8%	0	0.62
> Cc1cc(N2CCN(c3ccccc3F)CC2)nc2cc(O)ccc12
    0.1	-4	47	-1.1	3.1*	-0.15	5%	2	-0.89
> O=C(O)c1ccc2noc(-c3ccccc3)c2c1
    -0.6	-3	113	3*	1	0.29	11%	9	-0.89
> CCN(CC)C(=O)N1CCC(NC(=O)Cc2ccccc2)CC1
    0.4	.	85	0.18	0.95	0.23	7%	9	-0.77
> Cc1cccc(OCCn2c(=O)n(C)c3ccccc32)c1
    -1.3	0	99	.	1	-0.02	9%	2	-0.032
> CCCOc1ccc(N2C(=O)CC(N3CCC(C(=O)OCC)CC3)C2=O)cc1 (centres undefined)
    -0.6	-4	88	0.66	1.1	0.57	2%	12	0.17
> COC(=O)C1CCN(c2cc(=O)n(-c3ccccc3Cl)c(=O)[nH]2)CC1
    -1.2	-6	101	-1.4	1	0.32	8%	3	-0.12

Given in markdown: entries from further up
| SMILES | 5HT1a ag | Hsp90 inh | HER2 expr 66K | D1 mod | Fluor 339 460 | M1 antag | NADH coupling | E coli RNAP | M1 agonist |
| --- | --- | --- | --- | --- | --- | --- | --- | --- | --- |
| O=C(NCCc1ccccc1)c1ccc(Br)o1 | -1.6 | -1 | 108 | -0.37 | 1.1 | -0.36 | 8% | 15 | 0.21 |
| CC(=O)c1nnn(-c2nc(N)nc(N(c3ccccc3)c3ccccc3)n2)c1C | 0.9 | -5 | 69 | 2 | 1.1 | -0.51 | 4% | -4 | -0.41 |
| NC(=O)c1cc(-c2ccccc2)sc1NC(=O)Cc1ccc(S(=O)(=O)N2CCOCC2)s1 | 9.5 | -12 | 109 | 0.018 | 1.5 | 1 | 10% | 3 | -0.36 |
| Cc1cccc2cc3c(NC(=O)c4ccccn4)nn(C)c3nc12 | 16 | -8 | 63 | 0.2 | 2.1* | -0.17 | 7% | -2 | 0.034 |
| CC1=CS/C(=C(/C#N)C(=O)NCc2ccco2)N1c1ccccc1 | 0.8 | -4 | 87 | -2 | 0.99 | 1.1 | 0% | 6 | 0.94 |
| O=C(O)Cn1ccnc1 | -0.6 | 0 | 74 | 0.019 | 1.1 | 0.22 | 9% | 6 | 0.036 |
| COc1ccc(N(CC(=O)Nc2cccc(OC)c2)S(=O)(=O)c2c(C)nn(C)c2C)cc1 | -0.8 | -3 | 79 | . | 1.1 | -0.19 | 8% | 0 | 0.62 |
| Cc1cc(N2CCN(c3ccccc3F)CC2)nc2cc(O)ccc12 | 0.1 | -4 | 47 | -1.1 | 3.1* | -0.15 | 5% | 2 | -0.89 |

Following part.
Every second line gives: 5HT1a ag	Hsp90 inh	HER2 expr 66K	D1 mod	Fluor 339 460	M1 antag	NADH coupling	E coli RNAP	M1 agonist
> CC(=O)NC(NC(C)=O)c1ccc(N(C)C)cc1
    2.4	-4	68	.	0.97	.	9%	3	.
> COc1ccc(-c2nc(N3CCCC3)[nH]c(=O)c2C#N)cc1
    -0.8	-4	118	0.77	1.1	0.16	2%	8	-0.89
> COc1ccc2nc(NC(=O)CN(c3ccc(C)cc3)S(=O)(=O)c3c(C)nn(C)c3C)sc2c1
    -2.0	0	69	.	1.1	0.31	2%	6	-0.34
> NS(=O)(=O)c1ccc(CCNC2CC(=O)N(CCc3ccccc3)C2=O)cc1 (centres undefined)
    -1.4	-3	104	2.3*	1.1	0.28	5%	11	0.14
> CSCCC(NC(=O)C1CCC(C)CC1)C(=O)O (centres undefined)
    -3.7	1	105	0.06	1.1	0.81	7%	-4	1.5
> Cc1cc(Cl)ccc1OCC(=O)NCCCN1CCOCC1
    -2.1	2	96	-0.25	1.1	-1.1	5%	3	-1
> Fc1ccc(C2CC(c3ccccc3)n3ncnc3N2)cc1 (centres undefined)
    -0.6	-2	58	1.5	1.1	0.051	2%	6	-1.4
> CCOCCCNC(=O)C1CCC(CNS(=O)(=O)c2cccc3nsnc23)CC1 (centres undefined)
    -2.3	-2	91	0.1	1	-1.1	3%	4	0.23
> CCCOc1ccc(/C(O)=C2\C(=O)C(=O)N(CCCOC)C23C(=O)N(C)c2ccccc23)cc1 (centres undefined)
    -1.3	-8	79	-0.6	1.1	0.15	4%	7	1.2
> CCOC(=O)N1CCC(NC(=O)c2cc(C(=O)Nc3ccc(OC)c(OC)c3)ccc2CO)CC1
    -1.4	0	102	-0.2	1.1	0.49	4%	-2	0.31
> Cc1cc(C(=O)CSc2nnc(Nc3ccccc3)s2)c(C)n1CC1CCCO1 (centres undefined)
    -0.1	-2	99	-0.48	1	-0.21	4%	-1	-0.31
> COC(=O)CNC(=O)COC(=O)C(Cc1ccccc1)NC(=O)c1ccco1 (centres undefined)
    -5.1	-3	104	0.02	1.2	2.1	5%	6	0.1
> CCOC(=O)c1c(C)[nH]c2cc(Br)c(OC)cc12
    -4.4	.	72	2.3	1.1	-0.71	2%	4	0.9
> CCC(Sc1nc(N)cc(=O)[nH]1)C(=O)NC(C(=O)OC)c1ccccc1 (centres undefined)
    -0.6	-3	97	-0.61	1.1	0.87	7%	5	3.2*
> CCc1c(C)sc(NC(=O)c2ccco2)c1C(=O)N1CCCCC1
    1.3	-20	98	0.3	1.1	-0.91	8%	.	0.91
> C=CCN1C(=O)c2ccccc2Sc2ccc(C(=O)N3CCN(C)CC3)cc21
    -2.0	-5	112	0.15	1.1	-0.05	5%	-3	0.28
> CCCCC(=O)Nc1ccc(Br)cc1C(=O)O
    0.1	0	106	-0.49	1.1	1.3	3%	7	0.33
> Cc1oc(/N=C/c2ccccc2O)c(C#N)c1C
    -4.6	-4	100	0.98	1.1	0.68	7%	-4	-0.34
> C=CCc1ccccc1OCC(O)Cn1ccnc1C (centres undefined)
    -1.0	-2	77	-1.9	1.1	-1	1%	.	0.27
> CCOc1cc(-c2nn3cnnc3s2)cc(OCC)c1OCC
    1.8	0	131	1.8	1.4	0.18	2%	9	-1
> Clc1ccc(Cc2nn3c(Cn4nnc5ccccc54)nnc3s2)cc1
    -0.2	-6	76	5.3*	1	-0.0037	2%	.	-1
> CC(C)n1nc(C(=O)Nc2nc3ccc(S(C)(=O)=O)cc3s2)c2ccccc2c1=O
    0.7	-1	180	-0.067	1.1	0.14	4%	2	-0.14
> O=C(NC1=NCCS1)C1CC2CCC1C2 (centres undefined)
    -2.7	-2	105	-0.66	1.1	0.75	3%	5	-0.45
> Cc1nc2ccccc2c(=O)n1/N=C/c1cn(-c2ccccc2)nc1-c1cccs1
    0.5	1	125	-1.6	1	-0.32	6%	7	3.5*
> CSCCC(NS(=O)(=O)/C=C/c1ccccc1)C(=O)N1CCC(C)CC1 (centres undefined)
    -1.1	0	87	-0.13	1.1	0.11	4%	1	-1.7
> Clc1ccc(-n2nnnc2-c2ccccc2)cc1
    -3.3	-10	122	3.5*	1.1	-0.45	5%	4	3.3*
> CCN1CCN(C(=O)c2cn(CCOC)c(=O)c3c2c2ccccc2n3C)CC1
    -4.6	-4	77	0.59	2.8*	-0.014	7%	1	0.49
> CC(=O)NC(CCS(C)(=O)=O)C(=O)Nc1ccc(Oc2ccccc2)cc1 (centres undefined)
    -0.1	-2	65	-0.057	1.1	-0.52	4%	6	-0.96
> Cc1ccc(OCC(=O)N2CCC(N3CCCCCC3)CC2)cc1
    -0.2	-4	128	0.014	1.1	0.75	15%	7	0.026
> N#Cc1nc(COc2cccc(Cl)c2)oc1N1CCCC1
    23*	-2	101	1.4	1.1	0.024	1%	-1	-0.028
